# Screening results deposited in PubChem BioAssay by Sanford-Burnham Center for Chemical Genomics.
# MPTP block = permeability transition pore inhibition; hit rate 1.4% among 360,000; inhibition, % at 10 µM; isolated mouse mitochondria, Ca2+ swelling absorbance, 30 min;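 active = inhibition of 50% or more, scaled per plate between neutral and stimulator controls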;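 also: 0% = DMSO wells given calcium and 100% = 1 mM EGTA wells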
# SENP8 inh = inhibitors of human SENP8 protease | hit rate 0.64% among 360,000 | Q96LD8 | recombinant SENP8, Nedd8 substrate fluorescence | inhibition, % at 20 µM; in the data active = inhibition mostly above about 40%, no sharp cut-off; inactive = mostly below about 27%
# Target sequence (Q96LD8 whole entry, looked up): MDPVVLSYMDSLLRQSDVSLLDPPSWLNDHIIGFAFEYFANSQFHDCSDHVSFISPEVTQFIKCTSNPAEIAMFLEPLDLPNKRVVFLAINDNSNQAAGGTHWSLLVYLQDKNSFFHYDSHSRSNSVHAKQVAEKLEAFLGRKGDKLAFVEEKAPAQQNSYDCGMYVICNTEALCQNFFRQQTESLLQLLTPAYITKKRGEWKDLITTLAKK
# SENP6 block = blocks the human protease SENP6; hit rate 1.8% among 330,000; Recombinant SENP6 catalytic domain, aminoluciferin luminescence; inhibition, % at 10 µM; Q9GZR1;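 active = inhibition above about 50% at the single tested dose, limit read from the data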;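 also: plate controls were DMSO wells with enzyme for no effect and DMSO wells lacking enzyme for full effect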
# GRIN3A LBD mod = modulators (binders) of human NR3A ligand-binding domain; AID 1259313; NR3A LBD differential scanning fluorimetry, Tm shift; 0% = protein alone, 100% = glycine-bound protein; Tm shift relative to glycine control, % at 25 µM; hit rate 2.5% among 340,000;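 active = melting temperature shift of at least 10% of the positive control shift, at one fixed dose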
# ATG4B inh = blocks human ATG4B protease cleavage of LC3 substrate. Q9Y4P1. ATG4B cleavage of LC3-PLA2, NBD-HPC fluorescence, 1 h. inhibition, % at 8.33 µM. hit rate 0.51% among 340,000. AID 504462; in the data active = inhibition above about 40%
# Target sequence (Q9Y4P1 whole entry, looked up): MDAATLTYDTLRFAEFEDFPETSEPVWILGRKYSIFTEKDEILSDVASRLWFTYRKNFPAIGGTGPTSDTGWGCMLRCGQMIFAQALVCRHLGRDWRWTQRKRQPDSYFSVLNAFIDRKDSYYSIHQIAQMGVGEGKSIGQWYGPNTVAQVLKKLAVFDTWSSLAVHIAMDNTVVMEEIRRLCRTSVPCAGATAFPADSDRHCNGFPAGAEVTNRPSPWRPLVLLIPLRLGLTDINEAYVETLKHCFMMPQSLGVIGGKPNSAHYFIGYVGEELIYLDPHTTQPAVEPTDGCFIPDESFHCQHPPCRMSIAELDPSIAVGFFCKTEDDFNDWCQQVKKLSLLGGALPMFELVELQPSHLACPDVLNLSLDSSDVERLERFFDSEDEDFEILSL
# PfGluPho inh = PfG6PD (Plasmodium falciparum) enzyme inhibition; AID 504690; PfGluPho enzyme, NADPH resazurin-diaphorase fluorescence; inhibition, % at 20 µM; hit rate 0.78% among 350,000;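 active = inhibition reaching at least a set limit at 20 µM in the primary screen, cut at about 59% in these data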;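 also: 0% = DMSO wells with substrate and 100% = DMSO wells lacking glucose-6-phosphate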
# HKDC1 inhibitor = HKDC1 (human) hexokinase inhibition. inhibition, % at 20 µM. recombinant HKDC1, G6PDH/diaphorase resazurin coupled fluorescence. Q2TB90. AID 493160. hit rate 0.16% among 340,000;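 active = inhibition above about 35% when tested at 20 µM, limit read from the data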;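 also: plate controls were DMSO wells with enzyme for no effect and DMSO wells lacking enzyme for full effect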
#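 Test system: recombinant HKDC1 (HK5) hexokinase enzyme, produced in-house / Doses: 20 µM test compound, 1% DMSO / Timing: 90 min, room temperature / Detection: G6PDH/diaphorase-coupled fluorescence, 1 mM NADP, 100 µM resazurin, 525/613 nm / Control set: DMSO wells with and without enzyme mix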
# SENP7 inh = blocks the human protease SENP7. recombinant SENP7, Z-RLRGG-aminoluciferin luminescence, 40 min. hit rate 1.5% among 330,000. inhibition, % at 5 µM. AID 434973;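 active = inhibition above about 50% at the single test dose, limit read from the data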;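 also: plate controls were DMSO with enzyme for no effect and no enzyme buffer wells for full effect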
# Target sequence (Q9BQF6 706-1050 limits assumed): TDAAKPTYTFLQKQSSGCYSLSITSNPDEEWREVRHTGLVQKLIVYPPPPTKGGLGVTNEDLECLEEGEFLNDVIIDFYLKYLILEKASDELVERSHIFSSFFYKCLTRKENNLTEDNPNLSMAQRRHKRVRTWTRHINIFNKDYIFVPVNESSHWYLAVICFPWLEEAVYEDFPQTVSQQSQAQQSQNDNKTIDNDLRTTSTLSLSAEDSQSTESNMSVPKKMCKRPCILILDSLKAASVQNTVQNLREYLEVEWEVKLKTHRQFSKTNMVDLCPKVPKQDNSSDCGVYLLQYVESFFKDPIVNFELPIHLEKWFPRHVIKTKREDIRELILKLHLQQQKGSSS
# Starred values were filed as active, the others as inactive; nt = no result given. Random draw from the library. About 6.9% of those tested had a hit in this group.
entry	canonical_smiles	MPTP block	SENP8 inh	SENP6 block	GRIN3A LBD mod
1	O=S(=O)(Nc1nc2cc3c(cc2nc1Cl)OCCO3)c1ccccc1	-0.1	-386	10	0
2	CC1CC(=O)C=C(O)C1C(=O)OC(C)(C)C (centres undefined)	-0.8	2	-15	1
3	Cc1nc2ccc(NC(=O)c3ccco3)cc2s1	3.0	12	11	16*
4	CCOC(=O)c1oc2ccc(S(=O)(=O)n3nc(-c4ccccc4)cc3N)cc2c1C	25	11	11	0
5	O=C(CCl)Nc1nc(-c2ccco2)c(-c2ccco2)s1	1.7	-111	-56	-1
6	CC(=O)Nc1nc(C)nc(-c2ccccc2OC(C)=O)n1	-0.4	0	1	1
7	Cc1cccc(OCCCn2c(=O)oc3ccccc32)c1	2.7	-1	-13	-1
8	CN1CCN(CC(=O)Nc2cc(S(=O)(=O)N3CCOCC3)ccc2Cl)CC1	-1.7	5	-6	-1
9	O=C(c1ccc(F)cc1)N1CCC(C(=O)N2CCN(S(=O)(=O)c3cccc(F)c3)CC2)CC1	0.1	3	0	0
10	CC(C)Oc1ccc(Cc2cnc(=S)[nH]c2N)cc1	0.1	2	4	0
11	O=C(NCCCN1CCCCC1)c1ccc(CS(=O)c2ccc(Cl)cc2)o1 (centres undefined)	-0.3	14	5	-2
12	CCCCCOc1ccc(C(=O)NCC(=O)NCC(=O)OCC)cc1	0.9	28	-11	3
13	COc1ccc(CN=C(Nc2ccccc2)SC2CC(=O)N(C)C2=O)cc1 (centres undefined)	-0.7	16	-2	1
14	CCCc1cc(=O)oc2cc(C)cc(OCC(=O)NCc3ccccn3)c12	-0.7	-209	3	3
15	CCCC(=O)NC(c1ccc(OCC)cc1)c1ccc(OC)c(OC)c1 (centres undefined)	2.7	20	-1	0

entry	ATG4B inh	PfGluPho inh	HKDC1 inhibitor	SENP7 inh
1	-8	19	-6	5
2	2	11	-9	7
3	-8	26	-7	-7
4	-15	22	2	-1
5	5	20	25	-9
6	10	7	-8	10
7	30	21	-1	7
8	13	-11	-14	6
9	7	-17	2	-6
10	-2	38	-7	-8
11	5	-10	-10	-2
12	-13	0	0	10
13	-5	8	-6	0
14	-15	-1	-5	1
15	4	-10	-6	-4

# Next section; the last 2 above are carried over.
entry	canonical_smiles	MPTP block	SENP8 inh	SENP6 block	GRIN3A LBD mod
14	CCCc1cc(=O)oc2cc(C)cc(OCC(=O)NCc3ccccn3)c12	-0.7	-209	3	3
15	CCCC(=O)NC(c1ccc(OCC)cc1)c1ccc(OC)c(OC)c1 (centres undefined)	2.7	20	-1	0
16	COc1ccc(NC(=O)CN(C)C(=O)Cn2cnc3c2c(=O)n(C)c(=O)n3C)cc1	-0.4	6	5	1
17	CCOCCn1c(CN2CCN(C(=O)c3ccco3)CC2)nc2c1c(=O)n(C)c(=O)n2C	-0.8	8	-2	-1
18	CCCN=C1N(C)C[C@@H]2[C@@H]3C(=O)N(Cc4ccccc4)C(=O)[C@@H]3[C@](C)(C(=O)OC)N12	0.4	8	nt	2
19	CCOC(=O)c1c(NC(=O)COC(=O)C2CCC2)sc(C(=O)N(C)C)c1C	1.2	2	0	0
20	COc1cc(CNC2CCCCCC2)cc(OC)c1	0.4	4	-17	-2
21	Cc1ccc(-c2nnc(N)s2)cc1	-0.7	-30	-8	0
22	CS(=O)(=O)c1ccc(-c2sc3ccccc3c2C#CCCO)cc1	0.2	-422	-3	-24
23	O=C(Cn1ccc(NC(=O)OCc2ccccc2)nc1=O)NCc1ccc2c(c1)OCO2	0.3	0	4	-3
24	COc1ccccc1NC(=O)C1=C(C)NC(=O)NC1c1ccc(C)cc1 (centres undefined)	0.4	27	-4	-1
25	Nc1ccc(-c2cn3cccnc3n2)cc1	-1.1	-251	nt	1
26	CC(=O)N1CCC(=NNS(=O)(=O)c2ccc(C)c([N+](=O)[O-])c2)CC1	2.0	14	-5	3
27	O=[N+]([O-])c1ccc(/C=C2\CCC(C3=CCCC3)=C2N2CCOCC2)cc1	1.0	17	-8	2
28	O=[N+]([O-])c1cc(C=Nc2ccc3ccccc3c2)ccc1Br	-0.7	-388	5	-23
29	Cn1nnnc1SCC(=O)Nc1ccc(Oc2ccccc2)cc1	2.3	10	-21	-1
30	CC(OC(=O)CSc1ccc([N+](=O)[O-])cc1)C(=O)NC1CC1 (centres undefined)	-0.5	19	-13	3

entry	ATG4B inh	PfGluPho inh	HKDC1 inhibitor	SENP7 inh
14	-15	-1	-5	1
15	4	-10	-6	-4
16	7	0	-1	-1
17	3	-24	-5	-6
18	-4	6	-7	14
19	3	-21	0	7
20	9	-11	3	-5
21	1	-1	-6	-2
22	-21	32	-5	14
23	-7	-6	-4	4
24	1	-7	-8	7
25	-6	-3	-5	nt
26	-2	-3	-3	-1
27	-3	39	0	11
28	-1	41	24	7
29	-6	-9	-2	40
30	5	34	-5	7

# Compounds shown so far with a halogen, in the order listed:
entry	canonical_smiles	MPTP block	SENP8 inh	SENP6 block	GRIN3A LBD mod
1	O=S(=O)(Nc1nc2cc3c(cc2nc1Cl)OCCO3)c1ccccc1	-0.1	-386	10	0
5	O=C(CCl)Nc1nc(-c2ccco2)c(-c2ccco2)s1	1.7	-111	-56	-1
8	CN1CCN(CC(=O)Nc2cc(S(=O)(=O)N3CCOCC3)ccc2Cl)CC1	-1.7	5	-6	-1
9	O=C(c1ccc(F)cc1)N1CCC(C(=O)N2CCN(S(=O)(=O)c3cccc(F)c3)CC2)CC1	0.1	3	0	0
11	O=C(NCCCN1CCCCC1)c1ccc(CS(=O)c2ccc(Cl)cc2)o1 (centres undefined)	-0.3	14	5	-2
28	O=[N+]([O-])c1cc(C=Nc2ccc3ccccc3c2)ccc1Br	-0.7	-388	5	-23

entry	ATG4B inh	PfGluPho inh	HKDC1 inhibitor	SENP7 inh
1	-8	19	-6	5
5	5	20	25	-9
8	13	-11	-14	6
9	7	-17	2	-6
11	5	-10	-10	-2
28	-1	41	24	7

# (continued)
entry	canonical_smiles	MPTP block	SENP8 inh	SENP6 block	GRIN3A LBD mod
31	CCCCCC(=O)Nc1ccccc1N1CCOCC1	0.2	29	-10	2
32	CN(Cc1ccc(F)cc1)C(=O)CNC(=O)c1cccs1	-2.4	-2	-7	0
33	Cc1cccc(NC(=O)CN(C)S(=O)(=O)c2ccc3c(c2)n(C)c(=O)c(=O)n3C)c1C	-0.8	-90	-11	13*
34	COc1ccc(-c2cc(C(=O)Nc3cc(S(=O)(=O)N4CCOCC4)ccc3N3CCOCC3)c3ccccc3n2)cc1	1.0	-292	1	1
35	COC(=O)c1cnn(-c2ccc(F)cc2F)c1/C=N/NC(=S)NC(C)(C)C	2.0	-4	-3	0
36	CCC(c1nnnn1Cc1cccs1)N1CCN(c2nc3ccccc3s2)CC1 (centres undefined)	-0.2	16	-9	-3
37	CC(CCc1ccccc1)NCC#N (centres undefined)	-0.3	23	-5	0
38	CCN(c1ccc2c(c1)OCO2)S(=O)(=O)c1cc(Br)cc2c1N(C(C)=O)CC2	2.3	3	-8	-11
39	Cc1ccc(NC(=O)CNc2ccc(N3CCOCC3)cc2)cc1S(=O)(=O)N(C)C	-0.3	7	11	-1
40	O=C(NCc1ccccc1)C(c1ccco1)N(C(=O)c1csnn1)C1CC1 (centres undefined)	-1.4	4	-14	-2
41	O=c1[nH][nH]cc1C=Nc1ccc(Cl)cc1	1.3	7	-12	0
42	O=C(NC1CCS(=O)(=O)C1)c1ccc(S(=O)(=O)N2CCCCC2)cc1 (centres undefined)	-3.7	15	7	-1
43	O=C(C1CC1)n1cc(C(=S)N2CCOCC2)c2ccccc21	-7.0	26	-12	1
44	COc1ccc(Nc2nnc(SCc3cc([N+](=O)[O-])cc4c3OCOC4)s2)cc1	5.2	23	14	-3
45	COc1ccc(C(=O)N2c3cc4c(cc3C(C)=CC2(C)C)OCO4)cc1	-2.0	33	nt	0

entry	ATG4B inh	PfGluPho inh	HKDC1 inhibitor	SENP7 inh
31	-4	4	-10	3
32	-5	-1	-3	-4
33	-3	3	-1	-5
34	6	-4	-8	12
35	9	3	2	3
36	-5	-9	10	4
37	-1	-17	-7	3
38	-11	-11	8	-5
39	-11	2	2	6
40	-5	11	0	8
41	1	-8	0	0
42	-11	6	-7	1
43	-4	-26	10	6
44	-5	5	-11	1
45	1	16	0	nt

# Carrying on.
entry	canonical_smiles	MPTP block	SENP8 inh	SENP6 block	GRIN3A LBD mod
46	Cc1ccc(NC(=O)CN2CCN(CCN=CC3=C(O)CC(c4ccc(C)cc4)CC3=O)CC2)cc1 (centres undefined)	0.4	11	3	1
47	O=C1c2oc3ccc(Cl)cc3c(=O)c2C(c2ccco2)N1CCN1CCOCC1 (centres undefined)	0.4	-34	13	-3
48	CC(C)CC(=O)NC(=S)Nc1ccc(S(=O)(=O)N2CCCC2)cc1	0.0	0	-2	-2
49	Cc1ccc(OCC(=O)OCc2nc3scc(-c4ccccc4)c3c(=O)[nH]2)cc1C	-1.5	17	-8	2
50	CCNC(=S)SCCOc1ccc(C)cc1	-1.0	6	-5	-3
51	CCc1cc2c(=O)nc3n(c2s1)Cc1ccccc1/C3=C(/O)c1cccc([N+](=O)[O-])c1	-2.3	-8	-24	-1
52	COc1cc(Cl)ccc1NC(=S)N(CCN1CCOCC1)C1CCN(C(C)=O)CC1	-1.0	10	-13	-2
53	CC(=O)N1CC(=O)N(Cc2ccccc2)/C(=C/c2ccccc2)C1=O	-0.8	5	-30	0
54	COc1ccc(CN(C)CC2CCCN(CCc3ccc(F)cc3)C2)cc1OC (centres undefined)	0.9	9	13	-5
55	CN(C)CCCn1c2c(c(SCC(=O)Nc3ccc4c(c3)OCO4)nc1=O)CCCC2	-0.9	12	-15	-3
56	CCN(CC)CCNC(=O)c1ccc(NC(=O)c2ccc(S(=O)(=O)N3CCCC3)cc2)cc1	0.2	0	nt	0
57	CCOC(=O)C1(CCCc2ccccc2)CCN(C(=O)c2cc(C)nn2CC)CC1	0.5	7	-9	-3
58	O=C(Nc1ccccc1-c1ccccc1)c1ccco1	-1.6	17	-6	2
59	CC(C)CC(=O)N1CCN(S(=O)(=O)c2ccc(Cl)cc2)CC1	-0.1	15	-17	0
60	O=C(CSc1ncccn1)Nc1cc(Cl)ccc1[N+](=O)[O-]	1.3	16	-18	-1

entry	ATG4B inh	PfGluPho inh	HKDC1 inhibitor	SENP7 inh
46	-1	3	-1	4
47	-8	-4	-4	-7
48	-10	3	-6	-2
49	-6	1	3	0
50	-2	-12	-5	-2
51	2	3	16	18
52	5	-8	12	6
53	-10	-4	-7	3
54	2	-2	-6	4
55	8	1	-4	0
56	-6	6	-3	nt
57	-2	8	-5	-4
58	-9	-1	-4	-5
59	-6	6	-12	-9
60	-1	-11	-2	7

# The list continues:
entry	canonical_smiles	MPTP block	SENP8 inh	SENP6 block	GRIN3A LBD mod
61	CC(C)(C)c1ccc(-c2nnc(SCCN3C(=O)c4ccccc4C3=O)o2)cc1	1.7	6	9	1
62	COc1ccc(NC(C)=O)cc1NC(C)C(=O)Nc1ccc(F)cc1 (centres undefined)	3.2	8	-15	-1
63	Cc1[nH]ccc2c1[nH]c1cc(=O)ccc12	0.0	-285	-2	-28
64	C[C@@H]1CN([C@H](C)CO)C(=O)c2cccc(NC(=O)NC3CCCCC3)c2O[C@@H]1CN(C)C(=O)Nc1ccc(C(F)(F)F)cc1	-0.3	-16	-11	5

entry	ATG4B inh	PfGluPho inh	HKDC1 inhibitor	SENP7 inh
61	1	10	-1	-11
62	-15	2	3	-14
63	11	11	-2	1
64	-10	40	0	-6
